Compound activity as filed in PubChem.
IDH1 R132H inh: IDH1 R132H (human) inhibition; O75874; IDH1 R132H reductase, diaphorase/resazurin fluorescence, 60 min; inhibition, % at 10 µM; actives 0.18% (n = 70,000); AID 624101; in the data active = inhibition above about 34%;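 also: 0% = DMSO and 100% = no enzyme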
EZH2 inh: inhibitors of human EZH2/PRC2 methyltransferase | Q15910 | PRC2 H3K27 methylation, DELFIA TRF, 1 h | inhibition, % at 12.5 µM | actives 0.35% (n = 57,000) | AID 651548;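 active = mean inhibition of replicates at least 50% and every single replicate also reaching 50%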;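 also: dimethyl H3K27 on biotinylated H3 21-44 peptide detected by antibody; plate controls were median neutral control wells for no effect and median positive control wells for full effect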
Target sequence (Q15910 whole entry, looked up): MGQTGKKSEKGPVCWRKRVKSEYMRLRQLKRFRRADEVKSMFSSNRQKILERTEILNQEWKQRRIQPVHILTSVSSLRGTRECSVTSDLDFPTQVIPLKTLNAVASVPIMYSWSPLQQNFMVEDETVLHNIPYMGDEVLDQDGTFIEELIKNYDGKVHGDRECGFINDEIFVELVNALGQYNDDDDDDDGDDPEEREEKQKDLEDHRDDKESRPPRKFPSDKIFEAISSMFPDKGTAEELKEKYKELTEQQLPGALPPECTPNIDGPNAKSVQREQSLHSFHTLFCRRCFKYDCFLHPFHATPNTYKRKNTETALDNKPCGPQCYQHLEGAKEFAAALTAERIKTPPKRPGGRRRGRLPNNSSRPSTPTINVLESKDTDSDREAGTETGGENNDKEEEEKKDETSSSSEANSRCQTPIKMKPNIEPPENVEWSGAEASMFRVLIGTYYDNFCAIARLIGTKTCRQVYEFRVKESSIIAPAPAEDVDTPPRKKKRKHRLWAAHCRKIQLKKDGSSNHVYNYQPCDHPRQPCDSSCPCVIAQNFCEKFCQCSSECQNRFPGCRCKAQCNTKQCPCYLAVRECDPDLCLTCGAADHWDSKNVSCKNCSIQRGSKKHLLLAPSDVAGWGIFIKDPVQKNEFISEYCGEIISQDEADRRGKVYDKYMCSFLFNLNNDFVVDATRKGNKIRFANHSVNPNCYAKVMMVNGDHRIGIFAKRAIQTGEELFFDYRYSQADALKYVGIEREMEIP
The depositor's hits bear a star; x = not tested or not shown; & = joins results of further samples. An excerpt; the hit share may differ from the screen's.

SMILES	IDH1 R132H inh	EZH2 inh
CC1(C)CC[C@]2(C(=O)O[C@@H]3OC[C@H](O[C@@H]4OC[C@H](O)[C@H](O)[C@H]4O)[C@H](O)[C@H]3O)CC[C@]3(C)C(=CCC4[C@@]5(C)C[C@H](O)[C@H](O[C@@H]6O[C@H](C(=O)O)[C@@H](O)[C@H](O[C@@H]7OC[C@H](O)[C@H](O)[C@H]7O)[C@H]6O)[C@@](C)(CO)C5CC[C@]43C)[C@@H]2C1 (stereo not given in full)	0.5	x
CCOc1cc(S(=O)(=O)NCc2ccco2)ccc1F	0.1	-7
C[C@@H]1CN([C@H](C)CO)C(=O)c2cc(NC(=O)Cn3cnnn3)ccc2O[C@H]1CN(C)Cc1ccc(Oc2ccccc2)cc1	x	9
C[C@@H]1CN([C@H](C)CO)C(=O)c2cc(-c3ccccc3)cnc2O[C@H]1CN(C)Cc1ccccn1	0.1	x
O=C(C[C@H]1CC[C@H](NC(=O)Nc2ccc(F)cc2)[C@@H](CO)O1)NCc1ccccn1	0.1	6
C[C@@H]1CN([C@@H](C)CO)C(=O)c2cccc(NC(=O)Nc3ccc(C(F)(F)F)cc3)c2O[C@H]1CN(C)Cc1ccccc1	0.6	x
C[C@@H](NC(=O)C[C@@H]1C[C@@H]2c3cc(NC(=O)c4cccnc4)ccc3O[C@@H]2[C@@H](CO)O1)c1ccccc1	-0.9	5
COC(=O)C[C@@H]1C=C[C@@H](NS(=O)(=O)c2ccccc2F)[C@H](CO)O1	-0.1	-7
O=c1c(O)c(-c2ccc(O)c(O)c2)oc2cc(O)cc(O)c12	-1.1&-2.4	62*
Cc1noc(C)c1NC(=O)Nc1ccc2c(c1)CC(=O)N([C@@H](C)CO)C[C@@H](C)[C@@H](CN(C)Cc1ccc(Cl)c(Cl)c1)O2	1.3	-14
C[C@H](CO)N1C[C@H](C)[C@@H](CN(C)C(=O)NC2CCCCC2)Oc2ncc(C#CCN(C)C)cc2C1=O	-7.1	7
O=C(NCC[C@H]1CC[C@H](NS(=O)(=O)Cc2ccccc2)[C@@H](CO)O1)C1CCOCC1	-0.4	-9
CC(C)CC#Cc1cnc2c(c1)C(=O)N([C@@H](C)CO)C[C@@H](C)[C@H](CN(C)CC1CCOCC1)O2	-0.2	x
CS(=O)(=O)Nc1ccc2c(c1)[C@H]1C[C@@H](CC(=O)NCC(F)(F)F)O[C@H](CO)[C@H]1O2	1.2	-1
O=C(Nc1ccc(Cl)c(Cl)c1)N[C@@H]1CC[C@@H](CCn2cc(C3CCCCC3)nn2)O[C@@H]1CO	0.0	3
C[C@@H]1CN([C@H](C)CO)C(=O)c2cccc(NC(=O)C3CC3)c2O[C@@H]1CN(C)Cc1ccncc1	2.0	8
COc1ccc(S(=O)(=O)N(C)C[C@@H]2OCCCC[C@H](C)Oc3ccc(NS(=O)(=O)c4ccc(Cl)cc4)cc3C(=O)N([C@H](C)CO)C[C@H]2C)cc1	3.8	x
CC(C)NC(=O)N(C)C[C@H]1Oc2ccc(NC(=O)Nc3cccc4ccccc34)cc2CC(=O)N([C@@H](C)CO)C[C@@H]1C	-6.6	-1
C[C@H](CO)N1C[C@H](C)[C@@H](CN(C)S(=O)(=O)c2cccs2)OCCCC[C@H](C)Oc2ccc(NS(=O)(=O)c3cn(C)cn3)cc2C1=O	-1.1	x
CC(C)NC(=O)N[C@@H]1C=C[C@H](CC(=O)N2CCCCC2)O[C@@H]1CO	0.2	16
CC(C)NC(=O)Nc1cccc2c1O[C@@H](CN(C)Cc1ccc(C(=O)O)cc1)[C@@H](C)CN([C@@H](C)CO)C2=O	0.9	x
C[C@H]1CCCCO[C@@H](CN(C)Cc2ccncc2)[C@@H](C)CN([C@@H](C)CO)C(=O)c2cc(NC(=O)Nc3ccc4c(c3)OCO4)ccc2O1	-2.2	x
CCC(c1nc2ccccc2c(=O)n1-c1cccnc1)N1C(=O)c2ccccc2C1=O (stereo not given)	0.0	4
CC(C)(C)OC(=O)NC1(/C=N/NC(=O)CCCCCC(=O)NO)CCCC1	0.1	-6
C[C@@H]1CN([C@H](C)CO)S(=O)(=O)c2ccc(-c3cncnc3)cc2O[C@@H]1CN(C)C(=O)NC1CCCC1	0.3	x
CCNC(=O)C[C@@H]1C=C[C@H](NC(=O)NC2CCCCC2)[C@@H](CO)O1	0.4	1
COc1cc(NC(=O)COc2ccccc2[N+](=O)[O-])ccc1NC(=O)c1cccs1	0.4	-1
O=C1c2ccccc2C2=Nc3ccccc3SC(c3ccsc3)C12 (stereo not given)	0.4	-13
O=C(CCCCCCC(=O)Nc1ccccc1O)N/N=C/c1c(F)c(F)c(F)c(F)c1F	0.4	19
CNC[C@H]1Oc2ccc(NS(=O)(=O)c3c(C)noc3C)cc2C(=O)N([C@@H](C)CO)C[C@H]1C	0.3	x
C[C@H]1CN([C@@H](C)CO)C(=O)Cc2cc(NC(=O)Nc3cccc4ccccc34)ccc2O[C@@H]1CN(C)Cc1ccc(C(F)(F)F)cc1	-1.1	x
C[C@H]1CN([C@@H](C)CO)C(=O)Cc2cc(NC(=O)Nc3ccc4c(c3)OCO4)ccc2O[C@@H]1CN(C)Cc1ccc(Oc2ccccc2)cc1	0.6	x
CC(NC(=O)Cn1c(-c2nonc2N)nc2ccccc21)c1ccccc1 (stereo not given)	-0.3	-21
C/C=C/c1cnc2c(c1)C(=O)N([C@@H](C)CO)C[C@H](C)[C@@H](CN(C)C(=O)Cc1ccccn1)O2	0.3	2
Cc1ccc(-c2ccc3c(c2)O[C@@H](CN(C)S(C)(=O)=O)[C@H](C)CN([C@@H](C)CO)S3(=O)=O)cc1	-1.4	-2
COC(=O)c1c(C)oc2ccc(N(C(=O)c3ccccc3)S(=O)(=O)c3cccs3)cc12	-0.5	x
O=C(C[C@H]1CC[C@@H](NS(=O)(=O)c2ccc(F)cc2)[C@H](CO)O1)NC1CCCCC1	0.1	-7
C[C@@H]1CN([C@H](C)CO)C(=O)c2cc(/C=C/c3ccccc3)cnc2O[C@H]1CN(C)S(=O)(=O)c1ccccc1	0.8	21
C[C@H]1CN([C@@H](C)CO)S(=O)(=O)c2ccc(-c3ccncc3)cc2O[C@@H]1CN(C)Cc1ccncc1	x	6
C[C@H](CO)N1C[C@H](C)[C@H](CN(C)C(=O)NC2CCCCC2)Oc2ccc(NC(=O)CCC(F)(F)F)cc2CC1=O	x	10
CC(C)(C)OC(=O)Nc1cccc(/C=N/NC(=O)CCCCCCC(=O)Nc2ccccc2O)c1	-0.1	14
O=C(C[C@H]1C=C[C@H](NC(=O)C2CC2)[C@@H](CO)O1)NCc1ccccc1Cl	1.5	3
C[C@@H]1CN([C@@H](C)CO)C(=O)c2cccc(NC(=O)Nc3ccccc3)c2O[C@@H]1CN(C)S(=O)(=O)c1ccccc1	0.7	-9
O=C(CCCCCCC(=O)Nc1ccccc1O)N/N=C/c1ccc(O)cc1Br	-0.6	13
Cc1ccc(S(=O)(=O)Nc2ccc3c(c2)C(=O)N([C@@H](C)CO)C[C@H](C)[C@@H](CN(C)Cc2ccc(C(=O)Nc4ccccc4N)cc2)O3)cc1	-0.3	-4
C[C@H]1CN([C@@H](C)CO)C(=O)c2cc(NS(=O)(=O)c3cn(C)cn3)ccc2O[C@H]1CN(C)Cc1ccc(Cl)c(Cl)c1	0.1	-15
COc1ccc(NC(=O)COc2cc(C)c(Br)c(C)c2)c([N+](=O)[O-])c1	-0.2	12
C[C@@H]1CN([C@H](C)CO)C(=O)CCCn2cc(nn2)CO[C@H]1CN(C)Cc1ccc2c(c1)OCCO2	2.5	14
C[C@@H]1CN([C@H](C)CO)C(=O)Cc2cc(NC(=O)NC3CCCCC3)ccc2O[C@H]1CN(C)S(=O)(=O)c1ccccc1	0.6	-6
C[C@@H]1CN([C@@H](C)CO)C(=O)c2cc(NS(=O)(=O)c3ccc(F)cc3)ccc2O[C@@H](C)CCCCO[C@@H]1CN(C)C(=O)Nc1ccc(C(F)(F)F)cc1	0.8	x
COC(=O)C(CC#Cc1ccc2c(c1)[C@]1(C(=O)N2)[C@H](C(=O)N2CCCCCCC2)[C@H]2C(=O)O[C@H](c3ccccc3)[C@H](c3ccccc3)N2[C@@H]1c1ccccc1OCCO)C(=O)OC	x	-10
C[C@@H]1CN([C@@H](C)CO)C(=O)Cc2cc(NC(=O)Nc3ccccc3)ccc2O[C@@H]1CN(C)C(=O)Nc1ccccc1	2.3	2
COC(=O)C(CC#Cc1ccc2c(c1)[C@]1(C(=O)N2)[C@H](c2ccc(O)cc2)N2[C@H](c3ccccc3)[C@H](c3ccccc3)OC(=O)[C@H]2[C@@H]1C(=O)O)C(=O)OC	x	34
O=S(=O)(N[C@@H]1CC[C@@H](CCn2cc(-c3cccnc3)nn2)O[C@H]1CO)c1ccc(Cl)cc1	-0.1	6
COc1ccc(S(=O)(=O)N(C)CC(=O)Nc2ccccc2)cc1Cl	-0.4	x
Cc1ccc(S(=O)(=O)N(C)C[C@@H]2OCCCC[C@H](C)Oc3ccc(N(C)C)cc3C(=O)N([C@@H](C)CO)C[C@H]2C)cc1	-1.2	0
CO[C@@H]1CN(C)C(=O)c2cc(NC(=O)c3cc(C)on3)ccc2OC[C@@H](C)N(C(=O)C2CC2)C[C@@H]1C	0.3	-27
C[C@@H]1CN([C@@H](C)CO)C(=O)c2cc(C#C[C@@H](C)O)cnc2O[C@@H]1CN(C)C(=O)c1ccccc1F	x	13
COCC(=O)Nc1ccc2c(c1)C(=O)N(C)C[C@H](OC)[C@@H](C)CN(CCC(F)(F)F)[C@@H](C)CO2	0.1	1
Cc1ccc(-c2noc(CSc3nnc(-c4cccs4)n3-c3ccccc3)n2)cc1	0.5	4

Profiles, looked up by structure. Order of screens: IDH1 R132H inh	EZH2 inh
Record of COc1ccc(S(=O)(=O)N(C)CC(=O)Nc2ccccc2)cc1Cl → -0.4	x
Record of C[C@@H]1CN([C@H](C)CO)C(=O)Cc2cc(NC(=O)NC3CCCCC3)ccc2O[C@H]1CN(C)S(=O)(=O)c1ccccc1 → 0.6	-6

The list continues.
SMILES	IDH1 R132H inh	EZH2 inh
Cn1c(SCc2nc3ccccc3c(=O)[nH]2)nnc1-c1cc2ccccc2o1	-0.6	2
COc1ccc(NC(=O)Nc2cccc3c2O[C@@H](CN(C)CC2CC2)[C@H](C)CN([C@H](C)CO)C3=O)cc1	-0.8	-8
COc1cc2c(c3oc(-c4ccccc4)cc(=O)c13)C=CC(C)(C)O2	1.8	x
C[C@H](CO)N1C[C@H](C)[C@@H](CN(C)Cc2ccc(C(F)(F)F)cc2)OCc2cn(nn2)CCCC1=O	0.9	-1
C[C@@H]1CN([C@H](C)CO)C(=O)Cc2cc(NC(=O)CCCCCC(=O)Nc3ccccc3N)ccc2O[C@H]1CN(C)C(=O)Nc1ccccc1	-0.6	30
C[C@@H]1CN([C@@H](C)CO)C(=O)c2cc(NC(=O)Nc3ccccc3)ccc2O[C@H]1CN(C)Cc1ccccc1	0.7	1
C[C@H]1CN([C@@H](C)CO)C(=O)c2cc(NC(=O)CCC(F)(F)F)ccc2O[C@@H]1CN(C)C(=O)Nc1ccc2c(c1)OCO2	0.2	-1
O=C(NCc1ccccn1)Nc1ccccc1Cl	-0.2	-6
CO[C@H]1CN(C)C(=O)c2ccc(NC(C)=O)cc2OC[C@H](C)N(C(=O)C2CC2)C[C@H]1C	0.0	-2
CC(=O)O[C@@H]1[C@H](c2ccc(=O)oc2)C2[C@H](C)C[C@H]3[C@@H](CC[C@@H]4C[C@@H](O)CC[C@@]43C)[C@]23O[C@H]13 (stereo not given in full)	x	6
C[C@H](CO)N1C[C@H](C)[C@@H](CN(C)Cc2ccc(-c3ccccc3)cc2)Oc2ccc(NC(=O)Nc3ccc4c(c3)OCO4)cc2C1=O	-1.2	x
C[C@H]1CN([C@@H](C)CO)C(=O)c2cccc(NC(=O)CCCCCC(=O)Nc3ccccc3N)c2O[C@@H]1CN(C)CC1CCCCC1	x	-13
CCCc1oc(C(=O)O)cc1CN1CCOCC1	0.1	-12
CN(C)CC[C@H](c1ccc(Cl)cc1)c1ccccn1	-1.8	-3
C[C@@H]1CN([C@@H](C)CO)C(=O)c2cc(NC(=O)Cc3ccccc3)ccc2O[C@@H](C)CCCCO[C@@H]1CN(C)C(=O)C1CCCCC1	-1.4	x
Cc1cc(C(=O)Nc2cccc3c2O[C@H](CN(C)C(=O)Nc2ccc(C(F)(F)F)cc2)[C@@H](C)CN([C@H](C)CO)C3=O)n(C)n1	0.3	-12
C[C@@H]1CN([C@H](C)CO)C(=O)Cc2cc(NC(=O)CCN3CCOCC3)ccc2O[C@H]1CN(C)S(=O)(=O)c1ccc(Cl)cc1	0.9	x
CN(C)C(=O)C[C@@H]1CC[C@@H](NC(=O)Nc2cccc(F)c2)[C@H](CO)O1	0.0	4

Of the compounds above, these have a Cl atom.
SMILES	IDH1 R132H inh	EZH2 inh
Cc1noc(C)c1NC(=O)Nc1ccc2c(c1)CC(=O)N([C@@H](C)CO)C[C@@H](C)[C@@H](CN(C)Cc1ccc(Cl)c(Cl)c1)O2	1.3	-14
O=C(Nc1ccc(Cl)c(Cl)c1)N[C@@H]1CC[C@@H](CCn2cc(C3CCCCC3)nn2)O[C@@H]1CO	0.0	3
COc1ccc(S(=O)(=O)N(C)C[C@@H]2OCCCC[C@H](C)Oc3ccc(NS(=O)(=O)c4ccc(Cl)cc4)cc3C(=O)N([C@H](C)CO)C[C@H]2C)cc1	3.8	x
O=C(C[C@H]1C=C[C@H](NC(=O)C2CC2)[C@@H](CO)O1)NCc1ccccc1Cl	1.5	3
C[C@H]1CN([C@@H](C)CO)C(=O)c2cc(NS(=O)(=O)c3cn(C)cn3)ccc2O[C@H]1CN(C)Cc1ccc(Cl)c(Cl)c1	0.1	-15
O=S(=O)(N[C@@H]1CC[C@@H](CCn2cc(-c3cccnc3)nn2)O[C@H]1CO)c1ccc(Cl)cc1	-0.1	6
COc1ccc(S(=O)(=O)N(C)CC(=O)Nc2ccccc2)cc1Cl	-0.4	x
O=C(NCc1ccccn1)Nc1ccccc1Cl	-0.2	-6
CN(C)CC[C@H](c1ccc(Cl)cc1)c1ccccn1	-1.8	-3
C[C@@H]1CN([C@H](C)CO)C(=O)Cc2cc(NC(=O)CCN3CCOCC3)ccc2O[C@H]1CN(C)S(=O)(=O)c1ccc(Cl)cc1	0.9	x
